PAFAH2 inh = inhibitors of human PAFAH2; inhibition, % at 3.39 µM; 0.99% of 340,000 active; recombinant PAFAH2, FP-rhodamine activity probe, fluorescence polarization;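 active means inhibition above the mean over all tested compounds plus 3 SD, cut at about 30% in these data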;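 further: inhibitors block probe labeling of enzyme so polarization drops; 0% = enzyme with DMSO and 100% = wells lacking PAFAH2 protein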
PME-1 inh = PME-1 (human) inhibition | inhibition, % at 5.9 µM | AID 2130 | recombinant PME-1, FP-Rh probe fluorescence polarization | 0.53% of 320,000 active;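 active means inhibition above the campaign mean of all compounds plus 3 SD, cut at about 26% in these data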;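 further: competitive labeling of PME-1 active site by serine hydrolase directed probe; 0% = PME-1 with DMSO and 100% = wells lacking PME-1 enzyme; inhibitors block probe labeling so polarization falls and inhibition rises; many of its hits are not listed in these tables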
Target sequence (Q9Y570 whole entry, looked up): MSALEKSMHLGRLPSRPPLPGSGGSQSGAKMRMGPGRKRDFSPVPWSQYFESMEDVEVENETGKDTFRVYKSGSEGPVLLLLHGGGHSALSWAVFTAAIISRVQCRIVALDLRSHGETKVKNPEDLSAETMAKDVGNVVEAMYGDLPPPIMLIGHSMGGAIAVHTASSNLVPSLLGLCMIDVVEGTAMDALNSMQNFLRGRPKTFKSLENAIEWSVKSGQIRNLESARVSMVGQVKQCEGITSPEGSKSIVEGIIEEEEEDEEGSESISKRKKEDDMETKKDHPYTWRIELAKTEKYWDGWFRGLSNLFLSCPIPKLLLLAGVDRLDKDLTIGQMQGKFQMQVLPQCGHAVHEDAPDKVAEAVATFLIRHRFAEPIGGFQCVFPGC
PAFAH1B2 FP inh = inhibitors of human PAFAH1B2. P68402. recombinant PAFAH1B2, FP-rhodamine activity probe, fluorescence polarization. inhibition, % at 3.39 µM. 1.2% of 340,000 active;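 active means inhibition above the mean of all tested compounds plus 3 SD, cut at about 24% in these data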;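 further: 0% = enzyme with DMSO and 100% = wells lacking PAFAH1B2; many of its hits are not listed in these tables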
pPAFAH FP inh = inhibitors of human plasma PAF acetylhydrolase (pPAFAH); inhibition, % at 3.39 µM; recombinant pPAFAH, FP-rhodamine probe fluorescence polarization; 1.5% of 330,000 active;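 active means inhibition above the mean inhibition across the screen plus 3 SD, cut at about 25% in these data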;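 further: inhibitors block binding of the rhodamine activity-based probe so polarization drops; 0% = enzyme with DMSO and 100% = wells lacking pPAFAH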
Target sequence (Q13093 whole entry, looked up): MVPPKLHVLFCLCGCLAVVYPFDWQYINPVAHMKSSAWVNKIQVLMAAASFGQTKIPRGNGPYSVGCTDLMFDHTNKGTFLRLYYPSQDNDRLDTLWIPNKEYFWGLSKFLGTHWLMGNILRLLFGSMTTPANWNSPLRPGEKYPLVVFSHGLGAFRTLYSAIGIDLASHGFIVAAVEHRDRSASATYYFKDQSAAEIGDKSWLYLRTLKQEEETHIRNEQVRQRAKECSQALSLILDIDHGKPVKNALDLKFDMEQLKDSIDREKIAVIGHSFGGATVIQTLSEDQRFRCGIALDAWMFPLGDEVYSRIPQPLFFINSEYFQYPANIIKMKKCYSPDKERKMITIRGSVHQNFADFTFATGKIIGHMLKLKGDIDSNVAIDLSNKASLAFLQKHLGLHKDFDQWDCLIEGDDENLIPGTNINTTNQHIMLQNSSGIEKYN
PAFAH1B3 inh = inhibitors of human PAFAH1B3; Q15102; recombinant PAFAH1B3, FP-rhodamine probe, fluorescence polarization; inhibition, % at 3.39 µM; 0.28% of 340,000 active; AID 492972;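 active means inhibition above the screen-wide average of all tested compounds plus 3 SD, cut at about 25% in these data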;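 further: 0% = enzyme with DMSO only and 100% = wells lacking PAFAH1B3 protein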
PAD4 inh = inhibitors of human PAD4; Q9UM07; recombinant PAD4, RCA probe fluorescence polarization; inhibition, % at 6.36 µM; 0.41% of 330,000 active;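 active means percent inhibition above a cutoff equal to the mean of all tested compounds plus 3 SD, cut at about 15% in these data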;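 further: 0% = PAD4 with RCA probe and DMSO and 100% = probe without PAD4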
LYPLA1 counter = blocks human lysophospholipase 1, a PME1 counter-screen | O75608 | recombinant LYPLA1, FP-Rh probe fluorescence polarization | inhibition, % at 5.9 µM | 0.16% of 320,000 active | AID 2174;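 active means inhibition above the mean of all tested compounds plus 3 SD, set per campaign, cut at about 14% in these data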;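 further: inhibitors block serine hydrolase probe labeling of LYPLA1 so polarization falls; 0% = enzyme with DMSO and 100% = wells lacking LYPLA1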
Target sequence (O75608 whole entry, looked up): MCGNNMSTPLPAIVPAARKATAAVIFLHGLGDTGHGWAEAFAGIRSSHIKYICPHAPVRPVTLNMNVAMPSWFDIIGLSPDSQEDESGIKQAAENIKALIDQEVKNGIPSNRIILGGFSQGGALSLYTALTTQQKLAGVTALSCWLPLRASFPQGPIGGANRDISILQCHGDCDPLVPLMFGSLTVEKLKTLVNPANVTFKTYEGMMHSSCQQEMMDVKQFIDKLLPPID
GSTO1 inh = blocks human GSTO1 in RBBP9 counter-screen | P78417 | recombinant GSTO1, activity-based probe fluorescence polarization | inhibition, % at 5.96 µM | 1.1% of 300,000 active;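 active means inhibition above the campaign mean inhibition plus 3 SD, cut at about 35% in these data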;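 further: 0% = GSTO1-1 with DMSO and 100% = wells lacking GSTO1-1 enzyme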
Fam108B counter = Fam108B inhibition, counter-screen for RBBP9 inhibitors; recombinant Fam108B, FP-Rh probe fluorescence polarization; inhibition, % at 9.51 µM; 0.33% of 300,000 active; AID 1947;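 active means inhibition above the screen mean inhibition plus 3 SD, computed separately per campaign, cut at about 18% in these data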;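 further: inhibitors lower polarization as less probe binds the enzyme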
* hit, by the source's call; nt = not tested or not shown. The list is partial; rates above refer to the full screens.

Start of the listing, in advance (14 entries):
SMILES	PAFAH2 inh	PME-1 inh	PAFAH1B2 FP inh	pPAFAH FP inh	PAFAH1B3 inh	PAD4 inh	LYPLA1 counter	GSTO1 inh	Fam108B counter
OC(c1ccc(Cl)cc1Cl)C(Cc1cccnc1)n1cncn1 (centres undefined)	10	-2	-2	-2	6	-2	-1	1	2
O=C1C2C3C=CC(C3)C2C(=O)N1/N=C/c1cn(Cc2ccc(F)cc2)c2ccccc12 (centres undefined)	4	-7	3	15	3	-4	-5	-2	-3
O=C(CNC(=O)c1ccccc1Br)N/N=C/c1ccco1	5	1	-2	-2	10	0	-3	7	-1
COC(=O)c1cc(Br)c(=O)n(-c2ccccc2OC)c1	2	3	-2	2	-1	-4	0	1	-1
CCCCOCCCN1CC(=O)N2[C@@H](Cc3c([nH]c4ccccc34)C2(C)C)C1=O	15	-7	13	-4	25	2	0	6	0
O=C(Cn1cc(C(F)(F)F)ccc1=O)NCc1ccc(F)cc1	3	-3	4	8	-6	-5	1	-3	2
O=C(Nc1ccc(NC(=O)c2ccco2)nc1)c1cccc(F)c1	-2	-3	2	5	6	3	2	4	-2
COC(=O)c1cc(C)nc(N)c1C#N	-2	2	-3	0	-1	-1	3	4	-6
Cc1nn(CC(=O)Nc2ccc(Br)cc2F)c(=O)c2cccn12	4	-3	6	2	3	-2	-1	-1	4
CC(NC(=O)Nc1ccc(O)cc1)(C(F)(F)F)C(F)(F)F	10	6	-3	22	12	64*	4	44*	0
CC(C)(C)N(Cc1ccccc1)C(=O)COC(=O)/C=C/c1ccc2c(c1)OCO2	-6	-3	3	-2	11	-2	-3	nt	nt
O=C(COc1ccc2c3c(c(=O)oc2c1)CCC3)NCc1ccncc1	5	1	3	1	18	-2	2	3	-3
CN(c1ccccc1)S(=O)(=O)c1ccc(NC(=O)c2ccccc2)cc1	-1	-17	-1	-17	-5	-8	-8	-5	-6
CCOC(=O)c1ccc(Nc2ncnc3c2cnn3C)cc1	4	-6	5	0	-1	-4	-7	-3	3

This part in full, from the start:
SMILES	PAFAH2 inh	PME-1 inh	PAFAH1B2 FP inh	pPAFAH FP inh	PAFAH1B3 inh	PAD4 inh	LYPLA1 counter	GSTO1 inh	Fam108B counter
OC(c1ccc(Cl)cc1Cl)C(Cc1cccnc1)n1cncn1 (centres undefined)	10	-2	-2	-2	6	-2	-1	1	2
O=C1C2C3C=CC(C3)C2C(=O)N1/N=C/c1cn(Cc2ccc(F)cc2)c2ccccc12 (centres undefined)	4	-7	3	15	3	-4	-5	-2	-3
O=C(CNC(=O)c1ccccc1Br)N/N=C/c1ccco1	5	1	-2	-2	10	0	-3	7	-1
COC(=O)c1cc(Br)c(=O)n(-c2ccccc2OC)c1	2	3	-2	2	-1	-4	0	1	-1
CCCCOCCCN1CC(=O)N2[C@@H](Cc3c([nH]c4ccccc34)C2(C)C)C1=O	15	-7	13	-4	25	2	0	6	0
O=C(Cn1cc(C(F)(F)F)ccc1=O)NCc1ccc(F)cc1	3	-3	4	8	-6	-5	1	-3	2
O=C(Nc1ccc(NC(=O)c2ccco2)nc1)c1cccc(F)c1	-2	-3	2	5	6	3	2	4	-2
COC(=O)c1cc(C)nc(N)c1C#N	-2	2	-3	0	-1	-1	3	4	-6
Cc1nn(CC(=O)Nc2ccc(Br)cc2F)c(=O)c2cccn12	4	-3	6	2	3	-2	-1	-1	4
CC(NC(=O)Nc1ccc(O)cc1)(C(F)(F)F)C(F)(F)F	10	6	-3	22	12	64*	4	44*	0
CC(C)(C)N(Cc1ccccc1)C(=O)COC(=O)/C=C/c1ccc2c(c1)OCO2	-6	-3	3	-2	11	-2	-3	nt	nt
O=C(COc1ccc2c3c(c(=O)oc2c1)CCC3)NCc1ccncc1	5	1	3	1	18	-2	2	3	-3
CN(c1ccccc1)S(=O)(=O)c1ccc(NC(=O)c2ccccc2)cc1	-1	-17	-1	-17	-5	-8	-8	-5	-6
CCOC(=O)c1ccc(Nc2ncnc3c2cnn3C)cc1	4	-6	5	0	-1	-4	-7	-3	3
CCCn1c(NCc2cc(C)ccc2O)nc2ccccc21	-8	3	10	10	2	3	-2	-2	4
Cc1sc(/N=C/c2ccccc2O)c(C#N)c1C	nt	-2	nt	1	nt	0	-9	-4	-4
CCCCNc1c([N+](=O)[O-])cc(C)cc1[N+](=O)[O-]	0	5	5	6	5	-3	-2	1	2
O=C(CCn1c(=O)oc2ccccc21)Nc1ccon1	-6	-1	5	0	-2	0	-1	4	0
Cc1nn(C)cc1/C=C1\CCC/C(=C\c2cn(C)nc2C)C1=O	-5	-3	4	0	5	1	0	5	2
COc1ccc(O)c(-c2cn[nH]c2-c2cccs2)c1	0	4	5	5	5	1	-3	-3	0
O=C(CSc1nc(=O)n2cc(Cl)ccc2n1)Nc1ccc2c(c1)OCO2	7	1	1	9	8	0	-1	12	0
COc1cc(CN2CCCC(N3CCN(c4ccccc4C)CC3)C2)cc(Cl)c1O (centres undefined)	-4	0	2	1	1	-1	4	10	-1
O=C1CCCN1CCC1CCCCN1Cc1nc(-c2cnccn2)no1 (centres undefined)	2	-3	-1	-13	0	0	-4	-4	-3
CCN=C(NCC)SC1CC(=O)N(c2cccc(OC)c2)C1=O (centres undefined)	3	-1	-4	1	10	-1	1	4	-1
COc1ccc(-n2c(CNC(=O)c3ccc(S(=O)(=O)N4CCCC4)cc3)n[nH]c2=S)cc1	-5	3	2	0	2	8	-2	3	-3
(further entries)
SMILES	PAFAH2 inh	PME-1 inh	PAFAH1B2 FP inh	pPAFAH FP inh	PAFAH1B3 inh	PAD4 inh	LYPLA1 counter	GSTO1 inh	Fam108B counter
C=CCn1c(SCC(=O)NC2CC2)nc2sc(CC)cc2c1=O	-3	3	9	3	7	-6	3	5	2
C=CCn1c(COc2ccc(CC)cc2)nnc1SCC(=O)NC1CCS(=O)(=O)C1 (centres undefined)	1	0	0	-4	4	2	3	-3	3
Cc1occc1-c1nnc(SCC(=O)NC(=O)NC(C)C)n1N	12	-1	-9	0	-7	-3	1	4	1
CC1=[N+](C)N(c2ccccc2)C(=O)C1N=Cc1ccccc1Cl (centres undefined)	-2	-1	3	2	-1	-4	-1	4	1
CCOc1ccccc1NC(=S)N1CCN(c2cccc(OC)c2)CC1	-3	-3	0	4	5	-4	-2	2	-2
Cn1c(SCC(=O)N2CCc3ccccc3C2)nnc1-c1cccs1	6	-2	0	-10	5	-13	-3	12	-3
CC(C)CC(C)c1cc(N)nc2nc3ccccc3n12 (centres undefined)	-13	-22	-2	4	-7	-1	-4	3	-1
c1ccc(-c2nc(NCc3ccco3)c3ccccc3n2)cc1	-16	-16	-4	-4	-7	-4	-8	-14	-4
COc1cccc(N2C(=O)C3NN=C(C(=O)CN4C(=O)c5ccccc5C4=O)C3C2=O)c1 (centres undefined)	nt	-3	nt	4	nt	1	-2	3	-2
O=C(CSc1nnc(CN2CCCCCC2=O)n1-c1ccccn1)NCC(F)(F)F	1	-1	0	5	3	3	-2	8	3
COc1ccc(C2(C)NC(=O)N(CC(=O)Nc3ccc4[nH]c(=O)[nH]c4c3)C2=O)cc1 (centres undefined)	3	0	2	8	9	-4	5	-15	2
CC(=O)N1c2ccccc2CCc2ccc(N)cc21	7	1	-1	7	11	0	0	-2	6
Cc1cc(OCc2ccc(F)cc2)nc(-c2ccccc2O)n1	-8	-8	2	2	-6	0	-1	-6	-3
CCn1c(SCC(=O)Nc2nc(-c3ccc(C)cc3)cs2)nnc1-c1ccccc1O	-11	-45	-4	-7	-1	1	-44	-52	-6
C=C(C)CSc1nnc(-c2cc(OC)c(OC)c(OC)c2)n1N	-2	-7	-3	0	-3	3	3	-1	3
O=C(c1ccc(Cl)cc1)n1c(NCc2ccccc2)n[nH]c1=S	4	2	3	9	3	-2	-4	3	-1
COc1ccc(-c2csc3nc(C(C)C)oc(=O)c23)cc1OC	14	-4	2	-1	13	-1	-3	8	4
Cc1ccc(NC(=O)c2ncn(CC(=O)NCc3nc4ccccc4[nH]3)n2)cc1C	-2	nt	-2	-2	11	1	nt	nt	nt
Cc1cc(C)c(NC(=O)CNC(=O)c2ccc3ncsc3c2)c(C)c1	-2	nt	0	-4	2	-3	nt	nt	nt
c1ccc(CCNc2nc(-c3ccccn3)nc3ccccc23)cc1	10	-1	2	6	13	2	1	2	1
Fc1ccc(NC(=S)Nc2cccc3ccccc23)cc1F	8	9	6	1	14	1	-1	8	7
NC(=O)CSc1ncc(-c2ccc([N+](=O)[O-])cc2)[nH]1	1	-2	9	3	6	-1	-3	-7	0
CC(Oc1cc(F)ccc1[N+](=O)[O-])C(=O)N(C)CC(=O)Nc1ccccc1C(F)(F)F (centres undefined)	-5	1	-2	6	7	-1	2	2	0
COc1ccccc1NC(=S)N1CCC(C(=O)c2ccc(F)cc2)CC1	0	6	-1	4	3	-4	-3	-5	3
Cc1ccc(C(=O)CC(Nc2ccc(F)cc2)c2ccccc2)cc1 (centres undefined)	2	8	4	4	8	2	-1	4	2
The results go on:
SMILES	PAFAH2 inh	PME-1 inh	PAFAH1B2 FP inh	pPAFAH FP inh	PAFAH1B3 inh	PAD4 inh	LYPLA1 counter	GSTO1 inh	Fam108B counter
COc1ccc(C(=O)NCc2nnc(SCC(=O)N3CCc4ccccc43)n2C2CCCCC2)cc1	5	0	-2	1	-5	1	-2	-3	-2
CCC(=O)N1CCc2cc(S(=O)(=O)N(CC)c3cccc(C)c3)ccc21	5	0	1	0	5	0	-2	-8	2
COc1cc2c(cc1O)CCN(C(=O)c1ccco1)C2C (centres undefined)	-3	-1	4	-2	7	-3	0	-2	0
COc1cc(O)c(C(=O)/C=C/c2ccccc2)c(OC)c1	1	-10	2	1	0	5	-7	-11	-8
CC(C)CC(CC(C)C)=NNC(=O)c1ccc(CSc2nncn2C)cc1	-5	1	4	8	0	2	3	-7	0
Cc1cc(C)n(-c2nc3ccccc3nc2N2CCN(S(=O)(=O)c3ccc(F)c(C)c3)CC2)n1	9	-2	8	-2	7	-9	2	-1	0
Cc1ccc(C)c(NC(=O)c2cc(-c3cc(C)c(C)cc3O)n[nH]2)c1	1	-6	-3	1	7	2	-4	5	2
O=C(NCCNC1CCCCC1)c1ccco1	2	-3	7	5	5	-2	-2	4	1
Cc1ccc2oc(/N=C(\N)NC(=O)C(C)(C)C)nc2c1	5	-3	-5	8	4	-2	-3	8	0
Cn1c(SCC(=O)N2CCN(c3ccccc3)CC2)nnc1-c1ccccc1	-17	-5	2	2	9	6	-1	-3	0
COc1ccc(S(=O)(=O)n2nc(OC(C)=O)cc2N)cc1	0	-3	9	1	11	-6	1	7	2
CCN(CC)S(=O)(=O)c1ccc(-c2nnc(SCc3nnc(-c4ccccc4)o3)o2)cc1	-18	3	3	-1	9	-1	3	7	7

An excerpt from above with just GSTO1 inh, PAFAH2 inh and PME-1 inh:
Compound	GSTO1 inh	PAFAH2 inh	PME-1 inh
O=C(NCCNC1CCCCC1)c1ccco1	4	2	-3
Cc1ccc2oc(/N=C(\N)NC(=O)C(C)(C)C)nc2c1	8	5	-3
